Assay outcomes deposited in PubChem BioAssay by several laboratories.
T cell HTS – T cell immune modulation candidate | AID 2052 | calls only at 7 µM | 330,000 tested, 0.068% active | 2C CD8+ T cell-vesicle binding, flow cytometry; hits give low values;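 active = response, share of CD8 T cells binding vesicles, and their 90th percentile fluorescence all below set limits, cut at about 80% in these data, passing the limit was not always enough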
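Material: murine 2C transgenic CD8+ T lymphocytes / Also added: QL9-peptide-loaded Drosophila micro-vesicles bearing Ld, ICAM-1 and B7-1 / Schedule: binding step 1.5 h, 37 °C, antibody labelling 20 min, ice / Signal: flow cytometry, PE anti-B7-1 (FL2) versus Alexa647 anti-CD8 (FL8), PFA-fixed / Evaluation: percent CD8+ FL2 mean versus row control / Benchmarks: naked versus QL9-loaded vesicles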
Salmonella PhoP GFP – inhibitors of PhoP regulon expression, primary screen, Salmonella Typhimurium, GFP reporter (AID 1863); S. Typhimurium PhoP-regulated promoter GFP reporter, 4 h; higher % means a stronger effect; inhibition, % at 50 µM; hits with a dose series show IC50 in µM; 300,000 tested, 0.16% active;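 active = inhibition over 29.93%, a cutoff 3 SD above the screen mean, later confirmed by dose response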;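 also: 0% = low Mg2+ inducing control and 100% = high Mg2+ repressing control; strong numbers were not always called active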
Dynein cargo inh – dynein cargo transport inhibition; 3617.4 mouse cells, GR-EGFP nuclear translocation imaging; test concentration mostly 20 µM; stimulated with dexamethasone, 1 µM; hits give low values; z-score, hits read low; 220,000 tested, 0.47% active; AID 1381;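 active = plate z-score of nuclear minus cytoplasmic receptor signal below a set negative limit, without overly bright fluorescence or cell loss, cut at about -3.5 in these data, passing the limit was not always enough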;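 also: z-score of nuclear minus cytoplasmic ring GR-EGFP intensity difference per well; some compounds called inactive have numbers as strong as hits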
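Buffer or medium – tet-free medium with charcoal-stripped serum · Signal – automated 10x imaging of fixed Hoechst-stained cells · Also added – dexamethasone agonist, 1.0 µM final, for 30 min · Incubation – induction 48 h, compound 1 h, agonist 30 min · Read-out – GR-EGFP nuclear translocation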
Lipid droplet – modulators of hepatic lipid droplet formation; AML12 mouse hepatocytes, oleate lipid droplets, BODIPY imaging; AID 1656; 240,000 tested, 0.4% active; inhibition, % at 6.5 µM;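 active = lipid droplet intensity inhibited by at least 50%, with more than 500 cells counted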
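Test system: AML12 hepatocytes (mouse); reagent: oleate loading, 100 µM; dosing: one dose, 6.5 µM compound; incubation: overnight exposure; signal: fluorescence imaging, 20x objective, two fields per well; read-out basis: % inhibition of corrected integrated BODIPY droplet signal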
ER stress rescue – rescue of cells from ER stress-induced death, primary screen, 384-well, CSM14.1, thapsigargin, ATP luminescence (AID 1222). CSM14.1 thapsigargin-induced death rescue, ATP luminescence; higher % means a stronger effect. cellular ATP content (survival), % at 20 µM; hits with a dose series show EC50 in µM. 190,000 tested, under 10 active;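 active = EC50 below 50 µM in the dose-response confirmation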;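 also: death triggered by thapsigargin at about 15 µM added after 2 h compound pretreatment; cell ATP read after overnight thapsigargin exposure of roughly 18 to 22 hours; normalized against plate controls of thapsigargin alone and 5% DMSO vehicle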
Ins promoter up – MIN6 insulin promoter up-regulation. z-score at 5 µM. AID 1625. MIN6 insulin promoter-GFP reporter, high-content imaging; hits give high values. 190,000 tested, 0.3% active;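 active = z-score above 3 at 5 µM with at least 500 cells counted in the well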
b-catenin transl – alters nuclear translocation of beta-catenin in HeLa cells; immunofluorescence imaging; nuclear translocation activity, % at 5 µM; 190,000 tested, 0.3% active;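 active = nuclear translocation activity above 50% at 5 µM, with a well cell count of 50 or more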;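 also: per-cell ratio of nuclear to cytoplasmic median beta-catenin stain intensity; plate controls were DMSO negative control for no effect and GSK-3 inhibitor IX positive control for full effect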
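Assay system: human HeLa cells, native beta-catenin; doses: 5 µM primary, 0.02–20 µM confirmation; incubation: compound treatment 24 h, 37°C, 5% CO2; technique: fluorescence imaging of beta-catenin antibody stain plus DAPI; measure: % activation, nuclear-to-cytoplasmic median beta-catenin signal ratio per cell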
MT stabilizer – microtubule stabilization, imaging screen; HeLa tubulin immunostaining HCS, 24 h; share of cells brighter than vehicle mean+2SD; % tubulin-high responders, % at 10 µM; 200,000 tested, 0.83% active;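 active = plate Z-score above 3 for both tubulin-high and condensed-nucleus cell shares, with cell loss under 80%, at 10 µM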;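 also: anti alpha tubulin signal scored within the nucleus-defined area of each cell; some results filed as inactive read as strong as hits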
Autophagy HCS – modulators of autophagy. MEF GFP-LC3 puncta imaging; test concentration mostly 10 µM. calls only at 10 µM (by protocol). 190,000 tested, 0.98% active. AID 463193;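 active = percentage of spot-positive cells more than 3 SD above its plate mean, without a fluorescence outlier flag or 80% toxicity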;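 also: spot-positive cell cutoff set from DMSO-treated cells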
Dynein cargo inh cytoplasmic EGFP – recorded beside Dynein cargo inh, whose call it bears; z-score; measured here: cytoplasmic GR-EGFP intensity; hits give high values
Dynein cargo inh nuclear GR-EGFP – also measured in Dynein cargo inh; calls as there; z-score; measured here: nuclear GR-EGFP intensity;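 lower value marks the stronger effect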
Dynein cargo inh cell count – also measured in Dynein cargo inh; calls as there; z-score; measured here: cell count per field
Ins promoter up cell count – further read-out of Ins promoter up, marked with its call; cell count; measured here: cytotoxicity, nuclei count;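 total cells summed across four imaged fields per well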
Lipid droplet cells 6.5 µM – further read-out of Lipid droplet, marked with its call; cell count; measured here: cell count, cytotoxicity flag;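 cells counted across two imaged fields per well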
b-catenin transl cell count 5 µM – second read-out of b-catenin transl, no call of its own (marks repeat the call); cell count; measured here: cell count, cytotoxicity flag
T cell HTS vesicle-bound % – also measured in T cell HTS; calls as there; double positive events, %; measured here: CD8+ vesicle-bound cell fraction;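 binding gate set so that unloaded-vesicle control wells show 10% double positive cells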
MT stabilizer Hoechst-high % – further read-out of MT stabilizer, marked with its call; % Hoechst-high responders; measured here: nuclear condensation Hoechst responders;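 share of cells brighter than vehicle mean plus two SD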
MT stabilizer cytotoxicity % – also measured in MT stabilizer; calls as there; toxicity, %; measured here: cytotoxicity by cell density;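 0% = mean cell density of plate MIN control wells and 100% = no cells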
Autophagy HCS cell loss 18 h – further read-out of Autophagy HCS, marked with its call; toxicity, %; measured here: cell loss, nuclei count;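 cell loss after 18 h compound exposure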
The depositor's hits bear a star; i = inactive; . = no result given.

SMILES	T cell HTS	T cell HTS vesicle-bound %	Salmonella PhoP GFP	Dynein cargo inh	Dynein cargo inh cytoplasmic EGFP	Dynein cargo inh nuclear GR-EGFP	Dynein cargo inh cell count	Lipid droplet	Lipid droplet cells 6.5 µM	ER stress rescue	Ins promoter up	Ins promoter up cell count	b-catenin transl	b-catenin transl cell count 5 µM	MT stabilizer	MT stabilizer Hoechst-high %	MT stabilizer cytotoxicity %	Autophagy HCS	Autophagy HCS cell loss 18 h
O=c1cc(NCc2ccccc2)nc2n1CCCS2	i	28	2%	-0.81	-0.26	0.15	0.88	2	697	9.3%	0.09	1296	-2.4	557	4.2	1.3	11	i	-1
Fc1ccccc1C(c1nnnn1Cc1ccc2c(c1)OCO2)N1CCN(Cc2ccccc2)CC1 (stereo unspecified)	i	36	6%	1.4	-0.22	0.59	-0.63	-47	698	1.0%	-2.9	1297	1.9	903	3.6	0.5	8.0	i	-2
CCn1c(=O)cc(OCC(=O)NC(C)c2ccc3c(c2)OCCO3)c2ccccc21 (stereo unspecified)	i	7	12%	-0.52	-0.12	0.032	0.42	-13	720	8.6%	0.2	865	-1.0	1202	1.4	1.5	13	i	3
CS(=O)(=O)N1CCc2cc(C(=O)Nc3ccccc3)ccc21	i	34	-3%	0.037	-0.17	-0.032	-1.1	-3	704	-0.2%	0.62	1557	0.3	1511	2.7	1.8	4.6	i	-13
Cc1cc(C)cc(N(CC(=O)NCC2CCCO2)C(=O)CN2C(=O)COc3ccccc32)c1 (stereo unspecified)	i	16	-4%	0.86	-0.2	0.6	-0.65	-23	729	-3.3%	0.02	1272	-5.1	1270	5.1	1.4	7.9	i	13
CCOC(=O)c1sc(NC(=O)c2ccncc2)c(C#N)c1C	i	33	8%	-0.69	-0.3	-0.65	0.89	-2	585	0.9%	-0.99	1028	-0.2	577	6.1	3.5	1.9	i	3
COC(=O)C1=C(C)Nc2nc(SCc3ccccc3)[nH]c(=O)c2C1c1cccs1 (stereo unspecified)	i	50	24%	0.12	-0.26	1	-0.27	11	712	-1.9%	-0.4	1350	1.6	504	3.8	2.8	4.6	i	0
O=C(Oc1csc(=S)n1C(=O)c1ccccc1)c1ccccc1	i	56	-5%	-0.54	-0.2	-0.38	-0.25	10	803	0.1%	-0.76	995	-1.1	1145	2.3	1.4	0.1	i	1
Nc1ccc(-n2ccnc2)cc1	i	60	2%	-0.69	-0.18	-0.1	-0.26	.	.	-0.5%	0.53	1553	-1.4	882	3.7	2.2	3.1	i	-5
Nc1cc(=O)[nH]c(SCC(=O)N2N=C(c3ccc4ccccc4c3)CC2c2ccccc2)n1 (stereo unspecified)	i	49	-6%	-0.039	-0.13	0.64	-1.3	0	670	.	-0.21	1024	0.0	1280	.	.	.	.	.
COC(=O)C1=C(C)n2nnnc2NC1c1ccc(Cl)cc1 (stereo unspecified)	i	47	0%	2.4	0.33	2	-1.7	-10	642	.	-0.18	1292	.	.	2.0	1.8	8.8	i	-1
O=C(c1ccco1)N1CCN(C(=O)C2CCCO2)CC1 (stereo unspecified)	i	5	-1%	-1.2	-0.24	-0.56	1.6	10	751	0.2%	0.25	1286	-0.7	1189	2.9	2.2	2.8	i	-7
COC(=O)c1cc2sc(Cl)cc2n1CC(=O)Nc1ccc(OC)c(OC)c1OC	i	24	-1%	0.96	-0.34	0.47	-1.2	.	.	-0.7%	0.24	1601	-1.5	1391	1.8	1.7	3.8	i	4
CCc1cc(-c2n[nH]c(=S)n2-c2ccccc2C)cs1	i	37	-11%	-1.6	0.2	-0.72	0.5	.	.	-0.7%	0.31	934	.	.	1.4	1.3	7.9	i	-4
O=C(N/N=C/c1c[nH]c2ccccc12)c1ccn[nH]1	i	20	0%	-0.89	-0.3	0.0079	0.91	-15	686	-0.3%	-0.04	1285	-1.6	1133	6.4	3.8	7.7	i	9
O=C(NCc1ccc(F)cc1)C1CCN(c2cnccn2)CC1	i	26	1%	-0.97	-0.35	-0.55	0.85	-28	691	2.0%	.	.	-0.4	1059	1.4	2.0	8.5	i	4
O=C1CCN(C(=O)Nc2ccccc2)N1	i	47	9%	0.24	-0.18	0.84	-0.19	.	.	-0.2%	-0.16	1502	0.1	1367	2.3	2.1	8.7	i	19
COc1cc([N+](=O)[O-])ccc1NC(=S)NCc1ccccn1	i	50	3%	1.1	-0.26	0.22	-0.75	15	688	-0.8%	-0.62	1514	-2.5	1173	5.9	1.7	7.3	i	6
Cn1c(=O)cc(OCC(=O)NCc2cccs2)c2ccccc21	i	59	-6%	-0.33	-0.061	-0.31	0.79	-2	769	13%	-0.71	1381	0.6	1086	1.1	2.4	5.5	i	6
CCN(C(=O)CSc1nncs1)c1c(N)n(Cc2ccccc2)c(=O)[nH]c1=O	i	30	12%	-0.54	-0.18	-0.023	0.85	.	.	-0.2%	0.15	1128	2.0	1203	1.4	1.8	6.5	i	-13
COc1ccc(-c2nn(CCC(=O)O)cc2/C=C2\SC(N)=NC2=O)cc1	i	48	2%	-0.69	0.054	-0.32	0.8	-6	522	-2.9%	-0.21	1555	-0.5	999	2.3	2.4	6.9	i	-1
CCOc1ccc(NCC(=O)Nc2ccc(Cl)cc2C)cc1	i	14	-5%	-1	-0.24	-0.36	-0.44	-2	758	27%	.	.	1.0	482	3.4	2.0	5.0	i	-7
OC(CON=C1c2ccccc2-c2ccccc21)CN1CCNCC1 (stereo unspecified)	i	48	2%	0.39	-0.25	0.42	0.34	0	565	0.4%	-0.63	1206	0.8	995	4.5	2.1	4.7	i	15
Cc1cc(C(=O)Nc2ccc(S(=O)(=O)N3CCOCC3)cc2)c(C)o1	i	15	-12%	-0.14	-0.22	0.013	-0.21	0	782	.	.	.	-0.9	1333	.	.	.	.	.
O=C1NCCN/C1=C\C(=O)c1ccc(F)cc1	i	32	-3%	1.7	-0.17	1.5	-1.3	-4	694	.	0.37	1060	0.0	1319	.	.	.	.	.
COc1ccc(C(=O)NC(=S)NNC(=O)c2ccc(NC(=O)C(C)C)cc2)cc1	i	53	18%	-0.36	-0.23	-0.24	0.14	0	633	-3.5%	-0.11	1190	-1.2	1030	2.1	1.3	8.6	i	-1
Cc1cnnn1-c1ccc(C(=O)CCl)cc1	i	12	0%	-1.7	1.4	-1.4	-1	.	.	-0.8%	-0.68	1553	3.0	1419	2.0	1.6	0.2	i	17
NC(=O)Nn1c(CCC(=O)O)ccc1-c1ccc(Cl)cc1	i	29	-2%	-0.23	-0.78	-0.29	-0.46	12	747	.	-0.4	1100	1.1	1267	.	.	.	.	.
CS(=O)(=O)N1CCC(C(=O)Nc2ccc(Cl)c(C(F)(F)F)c2)CC1	i	4	-2%	-0.79	-0.14	-0.44	0.44	10	756	0.8%	-0.06	1214	-1.4	1052	2.9	3.4	7.5	i	-6
CN(C)C(=O)c1nc2ccc(Cl)cn2c1CN1CCCC(OCc2ccccc2)C1 (stereo unspecified)	i	25	-6%	-0.58	0.65	0.024	0.68	-2	653	0.8%	-0.72	1422	-0.5	982	2.9	1.2	5.0	i	-16
CCN1CCN(C(=O)c2ccc(CN(c3ccc(C)c(C)c3)S(C)(=O)=O)cc2)CC1	i	56	-3%	2	-0.28	1.5	-0.012	-7	630	0.2%	0.62	1436	2.9	988	2.0	1.2	6.0	i	-27
O=C(COc1cccc2ccccc12)Nc1cc(S(=O)(=O)N2CCOCC2)ccc1N1CCOCC1	i	53	-8%	-0.23	-0.34	-0.56	-0.19	-21	673	1.0%	-1.6	1604	-5.0	1035	2.3	1.9	6.2	i	8
O=C1c2ccncc2C(=O)N1c1cccc(Cl)c1	i	54	8%	-0.21	-0.32	0.24	-0.18	17	726	3.9%	-0.13	1252	0.3	1079	3.3	2.2	9.5	i	22
COC(=O)Cn1c(=NC(=O)C2COc3ccccc3O2)sc2cc(S(N)(=O)=O)ccc21 (stereo unspecified)	i	20	15%	0.032	0.1	-0.14	0.1	-6	335	-1.8%	0.33	1362	-2.3	976	7.0	1.4	4.6	i	-7
